OPRM1-OPRD1 ag – OPRM1-OPRD1 heterodimerization agonism | activation, % at 9.3 µM | P35372+P41143 | actives 0.3% (n = 340,000) | cells, luminescence; in the data active = activation above about 18%;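 also: 0% = vehicle-treated cells and 100% = reference agonist; values of inactives mirror those of a sister screen read the other way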
PfHsp90 set2 – inhibits growth of yeast expressing Plasmodium falciparum Hsp90; AID 504621; S. cerevisiae expressing PfHsp90, BacTiter-Glo ATP, 48 h; yeast lacking PDR1 and PDR3 efflux regulators; actives 0.32% (n = 310,000); inhibition, % at 9.4 µM;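 active = every replicate shows inhibition above about 80%, whatever the replicate mean, limit read from the data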;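 also: 0% = DMSO neutral controls and 100% = 20 µM radicicol positive controls; yeast relying on Plasmodium falciparum Hsp90 in place of its own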
SUMO Mot1 rescue – inhibitors of SUMOylation pathway: yeast Mot1-301 growth rescue; growth rescue, % at 18.8 µM; actives 1% (n = 320,000); AID 2716; S. cerevisiae Mot1-301 growth rescue, ATP luminescence, 38.5C; percent above DMSO median, 100 means doubled;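 active = every valid replicate shows activation above 250% relative to neutral control wells; inactive = the rest, any valid replicate at or below 250%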;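 also: OY570 slx delta 5 strain wells were the positive control but not used for scaling; some compounds called inactive have numbers as strong as hits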
OPRM1-OPRD1 inv – inverse agonists of human mu-delta opioid receptor heterodimerization; P35372+P41143; cell-based MOR-DOR heterodimer luminescence, inverse agonism; inhibition, % at 9.3 µM; actives 0.21% (n = 340,000); AID 504357; in the data active = inhibition above about 22%, passing the limit was not always enough;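 also: 0% = cells with DMSO and 100% = wells without cells with DMSO; values of inactives mirror those of a sister screen read the other way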
Tat export inh – blocks Tat-dependent protein export in E. coli; E. coli MC4100 TorA-mCherry Tat export, fluorescence; inhibition, % at 10 µM; actives 0.036% (n = 340,000); AID 488895;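 active = mean replicate inhibition at least 50% and at least half of replicates individually reaching 50%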;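 also: exported cargo escapes ClpAP degradation while cytoplasmic cargo is degraded and loses fluorescence; 0% = median of neutral control wells and 100% = median of NaSCN control wells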
Arr AP2 block – blocks beta-arrestin peptide binding to AP2 adaptin; actives 0.31% (n = 340,000); inhibition, % at 10 µM; FITC-arrestin peptide / GST-AP2 beads, flow cytometry; AP2 beta2 appendage carries R879A mutation;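 active = inhibition above a set limit, near 3 SD of compounds lacking own fluorescence, cut at about 54% in these data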;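 also: plate controls were DMSO wells for no effect and 5 µM unlabelled arrestin peptide for full effect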
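Assay system: GST-AP2 R879A bound to glutathione beads, E. coli-expressed; Medium: PBS with 0.05% Tween 20 and 0.1% BSA; Also added: fluorescein-tagged arrestin peptide at 50 nM final; Timing: 12 min plus 1 h, RT; Measured by: flow cytometry, FL1 (488/535 nm); Evaluation: percent drop in bead-associated FITC signal.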
AddAB inh – less growth of phage-infected E. coli with AddAB | E. coli expressing H. pylori AddAB, absorbance growth | actives 0.29% (n = 330,000) | inhibition, % at 11.9 µM; in the data active = inhibition above about 12%;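 also: 0% = vehicle wells of infected cells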
Ecoli viability – bacterial growth inhibition, counter-screen for AddAB inhibitors; E. coli V3065 growth, OD600 absorbance, 18 h; actives 0.27% (n = 330,000); inhibition, % at 11.9 µM; AID 449728;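 active = inhibition above the campaign's mean inhibition across all tested compounds plus 3 SD, cut at about 9.9% in these data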;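 also: uninfected addAB+ strain grown without phage in ampicillin broth; 0% = DMSO wells and 100% = ciprofloxacin 0.95 µg/ml wells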
DSG3 Ab inh – inhibitors of pemphigus antibody binding to human desmoglein-3. DSG3-coupled beads, scFv-anti-DSG3-GFP binding, flow cytometry; active compounds read low. actives 0.48% (n = 310,000). binding (percent of control), % at 10 µM;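 active = binding more than 3 SD below its plate's average and above zero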;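 also: hits lower antibody fragment binding to DSG3; some compounds called inactive have numbers as strong as hits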
Target sequence (P32926 whole entry, looked up, the tested form may be a part): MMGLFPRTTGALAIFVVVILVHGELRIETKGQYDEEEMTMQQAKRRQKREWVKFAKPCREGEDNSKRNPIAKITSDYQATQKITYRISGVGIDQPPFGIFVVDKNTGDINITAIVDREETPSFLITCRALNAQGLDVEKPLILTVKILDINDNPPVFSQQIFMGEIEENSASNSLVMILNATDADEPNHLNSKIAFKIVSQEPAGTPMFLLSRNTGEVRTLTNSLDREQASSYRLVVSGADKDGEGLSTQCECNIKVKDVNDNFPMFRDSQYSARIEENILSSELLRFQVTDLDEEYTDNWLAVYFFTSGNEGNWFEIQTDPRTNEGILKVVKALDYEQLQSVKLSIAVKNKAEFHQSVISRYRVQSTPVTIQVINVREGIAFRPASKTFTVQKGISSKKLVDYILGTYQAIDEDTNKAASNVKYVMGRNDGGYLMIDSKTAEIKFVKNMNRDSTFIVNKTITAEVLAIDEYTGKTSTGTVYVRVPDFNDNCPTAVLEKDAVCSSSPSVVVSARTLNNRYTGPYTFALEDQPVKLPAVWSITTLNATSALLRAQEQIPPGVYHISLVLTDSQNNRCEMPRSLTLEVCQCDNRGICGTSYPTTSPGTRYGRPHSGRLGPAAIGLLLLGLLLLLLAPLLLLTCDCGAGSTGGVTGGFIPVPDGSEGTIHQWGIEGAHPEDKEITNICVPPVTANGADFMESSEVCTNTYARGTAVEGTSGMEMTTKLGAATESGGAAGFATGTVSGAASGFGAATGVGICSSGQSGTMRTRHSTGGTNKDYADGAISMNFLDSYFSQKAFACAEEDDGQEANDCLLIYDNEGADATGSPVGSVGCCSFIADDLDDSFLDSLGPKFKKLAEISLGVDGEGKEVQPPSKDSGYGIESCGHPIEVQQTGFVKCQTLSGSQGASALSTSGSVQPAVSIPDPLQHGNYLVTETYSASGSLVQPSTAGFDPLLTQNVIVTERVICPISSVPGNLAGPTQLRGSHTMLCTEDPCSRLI
PKA-R1A activ – activates the PKA-R1A holoenzyme complex; P00514+P68181; PKA-R1A dissociation, Cy5-IP20 fluorescence polarization; scaled: DMSO 0%, 113 µM cGMP 100%; activation, % at 11.4 µM; actives 0.083% (n = 340,000); AID 504707;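 active = percent activation above the mean of all tested compounds plus 3 SD, cut at about 19% in these data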;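 also: higher means more PKAc released from R1A so a rise in polarization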
phage Ecoli inh – E. coli growth loss with phage present; growth absorbance; inhibition, % at 11.9 µM; actives 0.26% (n = 360,000); AID 651602; in the data active = inhibition above about 11%
* = called active by the depositor; / = no result given; & = joins results of further samples.

SMILES	OPRM1-OPRD1 ag	PfHsp90 set2	SUMO Mot1 rescue	OPRM1-OPRD1 inv	Tat export inh	Arr AP2 block	AddAB inh	Ecoli viability	DSG3 Ab inh	PKA-R1A activ	phage Ecoli inh
Cc1onc(-c2ccccc2)c1C(=O)NC(C)C1CCCO1 (stereo unspecified)	-0.4	-14	0	2	1	1	1.2	1.8	98	-1	5.6
Cn1c2c(c(=O)n(C)c1=O)C(c1ccccc1Cl)CC(=O)N2 (stereo unspecified)	-3.8	-9	23	20	1	15	2.3	-1.5	98	-15	0.7
COc1ccc(/C=C2\CCn3c2nc2cc(C(=O)O)ccc2c3=O)cc1O	-2.5	3	/	15	5	1	-0.3	-0.3	97	-11	2.3
CC(C)OCCCn1c(=N)c(S(=O)(=O)c2ccccc2)cc2c(=O)n3ccccc3nc21	-1.1	-13	3	6	21	-9	3.4	-0.6	115	-5	1.0
Cc1ccc(NC(=O)[C@@H](C)NC(=O)[C@@H]2Cc3ccccc3CN2)cc1	-3.3	-19	-23	17	1	-7	2.6	-0.9	101	1	-1.5
COc1ccc(C2/C=C\CN(S(=O)(=O)c3cccs3)CC(=O)N2Cc2ccc(F)cc2)cc1 (stereo unspecified)	-1.0	/	0	6	23	40	3.4	0.8	102	3	1.6
c1ccc(-c2nc3cc4ccccc4cc3[nH]2)nc1	-0.1	5	-30	0	-5	34	-2.2	-1.7	/	-8	1.6
CCN(CC)C(=O)CSc1nc(O)c(Cc2ccccc2)c(=O)n1-c1ccccc1	-1.9	-32	-7	11	-3	0	0.9	1.2	95	-1	0.3
COc1ccc(C(CNC(=O)COc2ccccc2-c2ccccc2)N2CCOCC2)cc1 (stereo unspecified)	-3.4	18	/	15	0	3	-0.3	0.2	103	-5	2.0
CC[C@]12c3[nH]c4ccc(OC)cc4c3CCN1C(=O)C(CC(=O)NCCCn1ccnc1)C[C@@H]2C(=O)N1CCN(C(=O)c2ccco2)CC1 (stereo partly specified)	-3.1	-7	/	16	-10	1	2.7	1.6	101	-3	3.6
Cc1nnc(N(C)C(=O)c2ccccn2)s1	-1.7	-3	-1	10	3	2	-1.8	-1.8	111	-15	3.6
C=CCc1cc(OC)ccc1OCC(O)CN1CCN(c2ccc(OC)cc2)CC1 (stereo unspecified)	4.5	-7	0&1	-21	1&15	21&0	3.4&-0.3	1.3&0.6	103	10	0.8&2.9
Nc1c(S(=O)(=O)O)cc(NC(=O)c2ccccc2)c2c1C(=O)c1ccccc1C2=O	0.3	-14	-25	-2	-5	11	-1.0	-5.5	94	1	/
CCc1cc(=O)[nH]c(SCC(=O)Nc2cc(C)on2)n1	-2.1	6	-5	10	3	-4	3.3	0.2	95	-1	1.5
CCCCNC(c1ccccc1)c1ccncc1 (stereo unspecified)	-2.9	-48	4	16	-1	9	0.1	-0.2	102	-3	2.9
Cc1ccc(N(C(=O)CCC(=O)Nc2nccs2)C(C(=O)NC(C)(C)C)c2ccc(O)cc2)cc1 (stereo unspecified)	-1.1	-8	/	6	-7	-2	1.2	-0.6	99	-2	2.2
CN(C)C(=O)CN(c1ccc2c(c1)OCO2)S(C)(=O)=O	0.5	12	0	-3	1	7	4.6	3.0	96	8	1.4
Cc1nn(C2CCS(=O)(=O)C2)c(C)c1CN(C)C(=O)c1ccccc1 (stereo unspecified)	-2.3	-2	-5	9	9	-11	-1.7	1.1	/	-13	1.5
C=CCNc1nc(-c2cccs2)c(CC(=O)O)s1	-3.5	4	3	19	-1	25	-1.4	-0.2	96	-5	-1.2
CNc1nccc(-c2ccc(Cl)cc2)c1C#N	-0.3	3	-6	1	1	9	2.1	-0.4	96	-6	2.3
C=CCC(CC=C)(NC(=O)c1ccccc1)c1ccccc1	-0.6	-13	-10	3	1	8	-0.4	-1.7	97	-3	1.4
CCOC(=O)C1=C(C)N(c2ccccc2)C(=O)/C1=C\c1ccco1	0.8	9	11	-5	2	18	1.8	-1.9	90	-10	3.5
S=C(NC1CCCC1)N1CCN(c2ccc(Cl)cc2)CC1	-0.1	-39	55	1	10	-16	-0.9	-1.3	83	-9	2.3
COCCOC(=O)C1=C(C)N(c2ccccc2)C(=S)NC1c1ccccc1C(F)(F)F (stereo unspecified)	2.6	33	-1	-13	4	-5	0.5	0.4	102	2	4.6
COc1ccccc1OCC(=O)Nc1ccc(S(=O)(=O)N2CCOCC2)cc1	-3.4	-11	470	18	-6	4	0.0	-4.5	103	-4	1.5
CCOC(=O)Cc1nnc(NC(=O)CSc2ccc(Cl)cc2)s1	2.6	4	-6	-11	-3	13	2.5	-0.4	97	7	3.0
Cc1c(C(=O)NC(=S)NCc2cccnc2)oc2ccccc12	-0.2	-3	24	1	1	-6	2.7	-1.2	105	-2	2.6
CCc1nnc(NC(=O)c2ccc(S(=O)(=O)N(CC)Cc3ccccc3)cc2)o1	-0.3	-4	-4	1	0	2	-2.7	-2.6	106	-9	-1.9
C(=C\c1ccco1)/C1=NN(c2ccccc2)C(c2ccco2)C1 (stereo unspecified)	0.4	60	24	-2	2	-8	2.7	-1.8	110	-5	/
CC(=O)NC(c1cccs1)c1cc(Cl)c2ccccc2c1O (stereo unspecified)	-0.3	-7	0	2	4	5	1.7	1.7	108	-19	2.4
Cc1ccc(S(=O)(=O)c2c(C)cc(C)nc2Oc2cccc(C(F)(F)F)c2)cc1	-0.1	18	/	0	1	22	1.4	0.8	99	10	3.0
CCN1/C(=C2\C(=O)N(C)C(=S)N2C)C=Cc2cc(OC)ccc21	-4.5	5	-4	21	1	-12	2.0	-1.6	107	-12	5.9
CCOc1ccc(S(=O)(=O)NCC(=O)N(C)Cc2cccnc2)cc1	-2.1	-10	-10	12	2	-5	-1.4	-0.5	95	-6	-0.5
CCOc1ccc(CSC2=NCCN2)cc1Cl	-2.6	-11	4	14	-8	5	3.8	0.3	103	-1	2.0
CCc1cccc(C)c1N1C(=O)CN(Cc2ccccc2)C1=S	3.2	-18	536	-17	3	14	-2.1	1.4	83	-13	3.4
O=C(Cc1cccs1)N/N=C/C=C/c1ccco1	-2.4	-18	222	12	-1	13	-0.1	-1.9	100	-7	3.4
CS(=O)(=O)c1ccc(-n2nnc3ccccc32)c([N+](=O)[O-])c1	3.6	-9	-1	-20	-7	9	3.2	-0.8	94	-13	-0.4
COc1ccc(C(=O)Nc2nc3c(s2)CCCC3)cc1S(=O)(=O)N1CCCc2ccccc21	-0.6	19	-6	3	2	-2	2.3	3.6	124	0	2.3
COc1ccc(NS(=O)(=O)c2cccc(C(=O)NCC(c3cccs3)N3CCOCC3)c2)cc1 (stereo unspecified)	0.5	1	-11	-2	-2	21	-0.8	-1.8	100	4	1.5
Cc1ccc(NC(=O)c2cccc3c2C(=O)N(C2CCCCC2)C3)c(Cl)c1	-1.3	-12	-5	7	-4	-1	-0.8	-2.5	91	3	/
O=C(NNC(=O)c1cccnc1SCc1cccc([N+](=O)[O-])c1)c1ccccn1	-5.1	-8	3	26	1	3	4.4	-4.8	88	-16	0.1
CNc1cc(NS(=O)(=O)c2ccc(N)cc2)nc(NC)n1	-1.6	-40	-11	8	7	23	-1.9	-0.1	96	-15	2.7
Cc1ccc(CN(C)C(=O)C2CCC(=O)N(CCc3ccccc3)C2)o1 (stereo unspecified)	-2.4	11	/	12	-6	22	/	/	105	0	3.2
O=C(CSCc1cccc(Br)c1)N1CCOCC1	-1.4	/	18	7	-1	-3	0.2	-1.9	96	-7	3.9
CCN(CC)c1ccc(C(=O)NNC(=O)CNC(=O)c2cccs2)cc1	-3.0	/	4	12	13	2	3.6	0.7	19	-12	1.1
CCCc1nc2ccccc2n1CCc1ccccc1	-1.1	7	14	7	-3	-7	-0.3	0.3	87	2	1.4
COC(/C=C/Nc1ccc(Cl)cc1)=C(C#N)C#N	-3.1	5	28	16	-1	15	2.5	2.5	102	-3	1.1
COc1ccc(CNC(=O)c2cc3ccccc3oc2=O)cc1	-0.9	11	718	4	3	4	1.3	-0.5	93	4	-0.1
O=C(Cc1ccc([N+](=O)[O-])cc1)Nc1ccon1	-0.1	-5	-5	0	-3	-1	-2.1	-1.2	100	3	2.6
CC(CN1C(C)CCCC1C)OC(=O)c1ccc(F)cc1 (stereo unspecified)	0.7	11	-15	-3	-7	32	-0.7	-2.8	103	10	3.9
CN(CC(=O)N1CCCCCC1)S(=O)(=O)c1cccc2cccnc12	-1.2	-3	415	6	-7	2	3.0	0.9	104	10	1.4
CN(c1ccccc1)S(=O)(=O)c1ccc(C(=O)N2CCc3ccccc3C2)cc1	1.4	-3	-4	-10	0	1	2.1	-0.8	105	-4	1.6
COc1ccc(OC(C)C(=O)N(C)Cc2nc(-c3cccc(C)c3)no2)cc1 (stereo unspecified)	1.5	-18	62	-12	-2	-11	3.1	-1.5	91	-6	0.3
O=C1CC(c2ccccc2)=C(c2ccccc2)C1c1ccccc1 (stereo unspecified)	5.8	5	/	-30	7	12	/	/	113	6	1.6

Full records, looked up by structure. Order of values: OPRM1-OPRD1 ag | PfHsp90 set2 | SUMO Mot1 rescue | OPRM1-OPRD1 inv | Tat export inh | Arr AP2 block | AddAB inh | Ecoli viability | DSG3 Ab inh | PKA-R1A activ | phage Ecoli inh
O=C(CSCc1cccc(Br)c1)N1CCOCC1 reads -1.4 | / | 18 | 7 | -1 | -3 | 0.2 | -1.9 | 96 | -7 | 3.9
COc1ccc(OC(C)C(=O)N(C)Cc2nc(-c3cccc(C)c3)no2)cc1 (stereo unspecified) reads 1.5 | -18 | 62 | -12 | -2 | -11 | 3.1 | -1.5 | 91 | -6 | 0.3
CN(CC(=O)N1CCCCCC1)S(=O)(=O)c1cccc2cccnc12 reads -1.2 | -3 | 415 | 6 | -7 | 2 | 3.0 | 0.9 | 104 | 10 | 1.4
COC(/C=C/Nc1ccc(Cl)cc1)=C(C#N)C#N reads -3.1 | 5 | 28 | 16 | -1 | 15 | 2.5 | 2.5 | 102 | -3 | 1.1
CN(c1ccccc1)S(=O)(=O)c1ccc(C(=O)N2CCc3ccccc3C2)cc1 reads 1.4 | -3 | -4 | -10 | 0 | 1 | 2.1 | -0.8 | 105 | -4 | 1.6

Source: PubChem BioAssay (several laboratories)
